Source: PubChem
Abeta rescue: restores growth of yeast expressing A-beta42 peptide | yeast expressing A-beta42, growth rescue, OD600, 48 h; response scale: 0% DMSO, 100% iron-clioquinol control | Potency, µM (titrated, usually from 46.1 µM), without a hit: at the highest dose growth rescue, actives largely listed as activators | actives 0.063% (n = 410,000) | AID 1347071; note: potency is the fitted concentration of half-maximal effect; nearly all actives have a fitted effect of over 55% in size
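Yeast A-beta toxicity model in growth medium with pinned compounds, 48 h at 30 C; growth read as absorbance at 600 nm. Normalized to FeCl3/clioquinol equimolar mix (positive) and DMSO (negative).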
EPAC1 agonist: EPAC1 (human) agonism | AID 720707 | O95398 | actives 0.073% (n = 360,000) | Potency, µM (titrated, usually from 154 µM), inactives show at the top dose activation, usual class: activators | EPAC1 agonist qHTS, biochemical assay; response scale: 100% = response to 6.5 mM cAMP; note: potency is the fitted concentration of half-maximal effect; nearly all actives have a fitted effect of over 60% in size
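Fluorescent GDP-exchange assay: 100 nM EPAC1 with 250 nM Rap1B preloaded with BODIPY-GDP and 50 uM GDP; compounds tested as concentration series, 5 min at room temperature, then read every 5 min for 30 min (ex 480/em 540 nm); normalized to 6.5 mM cAMP.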
PI5P4K alpha inh: blocks human PI5P4K alpha kinase activity; P48426; PI5P4Kalpha enzyme, ADP-Glo luminescence, 60 min; active compounds read low; max response, %; actives 1.2% (n = 330,000); AID 652105; active = max response of -50% or lower; inconclusive = between -30% and -50%; inactive = -30% or higher; note: value at the top dose of about 77 µM; % is set by controls: 0 for no effect and ±100 for the full control effect
Target sequence (P48426 whole entry, looked up): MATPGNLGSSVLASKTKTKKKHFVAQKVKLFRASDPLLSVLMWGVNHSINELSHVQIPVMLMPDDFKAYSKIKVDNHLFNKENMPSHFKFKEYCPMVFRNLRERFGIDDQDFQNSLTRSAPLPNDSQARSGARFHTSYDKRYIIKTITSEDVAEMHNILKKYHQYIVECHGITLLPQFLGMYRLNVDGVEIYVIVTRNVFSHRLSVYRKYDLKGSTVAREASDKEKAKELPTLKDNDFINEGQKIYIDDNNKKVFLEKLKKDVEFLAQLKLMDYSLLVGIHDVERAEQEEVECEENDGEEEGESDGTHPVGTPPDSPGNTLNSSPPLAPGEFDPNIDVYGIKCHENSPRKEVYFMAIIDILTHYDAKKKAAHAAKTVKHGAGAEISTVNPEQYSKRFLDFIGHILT
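Reactions run in 0.038 M HEPES pH 7.4, 0.28 mM EGTA, 0.1% CHAPS and 5% DMSO, with PI5P4Kalpha, substrate, compound and 5 microM ATP final, one hour at room temperature. Readout is ADP-Glo luminescence.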
PLK1 PBD block: blocks phosphopeptide binding to human PLK1 polo-box domain. P53350. Plk1 PBD binding of FITC phosphopeptide, fluorescence polarization. Potency, µM, for inactives: max response, negative = inhibition, usual class: inhibitors. actives 2.8% (n = 360,000). AID 720504; note: potency is the fitted concentration of half-maximal effect; series mostly up to about 57 µM; % is set by controls: 0 for no effect and ±100 for the full control effect; nearly all actives have a fitted effect of over 65% in size
Target sequence (P53350 whole entry, looked up, the tested form may be a part): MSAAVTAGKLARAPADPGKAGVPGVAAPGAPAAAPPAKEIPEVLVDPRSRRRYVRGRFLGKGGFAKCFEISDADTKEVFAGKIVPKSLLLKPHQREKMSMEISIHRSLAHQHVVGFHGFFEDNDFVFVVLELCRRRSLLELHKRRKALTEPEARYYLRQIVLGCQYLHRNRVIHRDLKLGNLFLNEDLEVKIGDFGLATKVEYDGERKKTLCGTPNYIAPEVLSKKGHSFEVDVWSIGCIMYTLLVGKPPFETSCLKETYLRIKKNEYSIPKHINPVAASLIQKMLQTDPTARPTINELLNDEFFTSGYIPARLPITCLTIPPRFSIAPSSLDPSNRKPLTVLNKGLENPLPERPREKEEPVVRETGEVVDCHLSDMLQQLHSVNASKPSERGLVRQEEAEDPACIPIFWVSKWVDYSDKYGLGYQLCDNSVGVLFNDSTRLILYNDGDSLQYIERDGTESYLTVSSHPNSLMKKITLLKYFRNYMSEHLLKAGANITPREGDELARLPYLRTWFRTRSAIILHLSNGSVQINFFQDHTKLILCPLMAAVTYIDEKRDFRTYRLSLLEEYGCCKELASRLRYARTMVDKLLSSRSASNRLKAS
FUS suppressor: rescues growth of FUS-expressing yeast | S. cerevisiae FUS-expressing, growth rescue, OD600, 24 h | Potency, µM (doses to about 76.6 µM), for the others: at the top dose growth rescue (activation), actives largely listed as activators | actives 0.24% (n = 390,000);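 note: potency is the fitted concentration of half-maximal effect; plate controls were DMSO vehicle for no effect and reference control for full effect; nearly all actives have a fitted effect of over 55% in size; some results filed as inactive show a strong effect at the top dose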
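FUS-expressing yeast, raffinose-pregrown, induced in 2% galactose minimal medium at OD 0.005; compounds in a dilution series, 24hr at 30C. Growth restoration read as absorbance at 600 nm. CP55940 positive control, DMSO negative.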
EPAC1 antagonist: blocks human EPAC1 exchange factor; Potency, µM (titrated, usually from 115 µM), for the others: at the highest dose activity change, negative = inhibition, hits mostly inhibitors; EPAC1 GEF assay, Rap1b-BODIPY-GDP exchange fluorescence; actives 0.14% (n = 360,000);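 note: potency is the fitted concentration of half-maximal effect; plate controls were vehicle for no effect and positive control for full effect; nearly all actives have a fitted effect of over 50% in size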
IL-2 act: IL-2 activation | IL-2 activation reporter assay, cell-based qHTS; stimulated with anti-CD3/CD4/CD28 beads; in transgenic mouse T cells | activation, % (series mostly up to about 46 µM) | actives 0.065% (n = 360,000) | AID 652025; in the data active = activation above about 50%; inconclusive = mostly about 30% to 49%; note: 0% is about no effect
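Readout: EGFP and DsRed signals by fluorescent plate cytometry. Unstimulated transgenic mouse T cells received compound 60 min before antibody-bead stimulation, then incubated 18 h at 37 degrees C.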
aSyn yeast inh: inhibitors of alpha-synuclein toxicity in yeast. Yeast expressing alpha-synuclein, growth rescue, BacTiter-Glo, 24 h. Potency, µM (highest dose often 46.1 µM), inactives show top-dose growth rescue (activation), hits mostly activators. actives 0.14% (n = 370,000); note: potency is the fitted concentration of half-maximal effect; % of control where 0% means no effect; nearly all actives have a fitted effect of over 65% in size
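Readout is rescue of growth in alpha-synuclein-expressing yeast, so inhibitors of toxicity appear as activators. Growth after 24 hr at 30 deg C in galactose medium is quantified by luminescence.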
WRN helicase inh: inhibitors of human WRN helicase | Potency, µM (top dose mostly 114 µM), for inactives: top-dose activity change, negative = inhibition, hits mostly inhibitors | Q14191 | actives 0.46% (n = 360,000) | WRN helicase unwinding, fluorescent forked duplex, kinetic | AID 651768; note: potency is the fitted concentration of half-maximal effect; % is set by controls: 0 for no effect and ±100 for the full control effect; nearly all actives have a fitted effect of over 55% in size
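Enzyme (20 nM final) and test compound sit together 15 min at room temperature before substrate addition. Substrate is a single-forked duplex oligonucleotide (100 nM) labelled with fluorophore and quencher, with 2 mM ATP; helicase unwinding raises red fluorescence, read kinetically.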
* hit, by the source's call; ? = inconclusive; / = not tested or not shown; [ ] = another dose, or the depositor's remark. Unless noted, calls come from the whole dose curve; as a rule, active = well fitted curve in the direction sought with a large enough effect; inconclusive = small, poorly fitted or top-dose-only effect, or another doubt; inactive = no such curve, though single readings can be large; an effect the other way counts as inactive or inconclusive. The list is partial (hit frequency here may not be typical).

# | mol | PI5P4K alpha inh | PLK1 PBD block | IL-2 act | EPAC1 antagonist | FUS suppressor | Abeta rescue | EPAC1 agonist | aSyn yeast inh | WRN helicase inh
1 | C[C@@H]1O[C@@H](O[C@H]2C[C@@H](O)[C@]3(CO)[C@@H]4C(CC[C@]3(O)C2)[C@@]2(O)CC[C@H](C3COC(=O)C3)[C@@]2(C)C[C@H]4O)[C@H](O)[C@H](O)[C@H]1O (some centres not stated) | 2 | -5% | 0.7 | -20% | -37% | 3% | -9% | 0% | 0%
2 | COc1ccc(C(O)C(C)NC(C)C(O)c2ccc(OC)cc2)cc1 (configuration not stated) | 1 | 0% | 2.9 | -12% | -1% | 2% | 3% | 5% | -4%
3 | Cc1nc2c(c(C)nn2-c2ccccc2)c(C)c1CCC(=O)N1CCC2(CC1)OCCO2 | 9 | 0% | -0.8 | -5% | 3% | 13% | 0% | 6% | -6%
4 | CP(C)(=O)CCC(=O)O | 2 | -7% | 0.0 | 3% | 0% | -4% | 20% | 0% | 1%
5 | Cc1cccc(N2CCC3(CC2)C(=O)NC(=O)NC3=O)c1 | 1 | -5% | -0.3 | 7% | / | -6% | 2% | -1% | 1%
6 | O=C(Cn1c(=O)oc2ccccc21)Nc1ccc(Br)cc1 | 0 | -11% | 0.4 | 0% | 10% | 15% | 1% | ? | -5%
7 | CN/C=C(/Cl)P(=O)(OC(C)C)OC(C)C | 2 | -6% | -1.5 | -16% | -8% | -1% | 7% | -10% | -7%
8 | COc1cc(/C=C2\C(=O)NC(=O)N(c3ccc(C)cc3)C2=O)cc(OC)c1O | -23 | ? | 0.9 | -3% | -1% | 13% | 9% | -4% | -7%
9 | c1ccc(C2NCCc3[nH]cnc32)cc1 (configuration not stated) | 4 | 3% | 1.5 | 8% | -33% | 6% | 2% | 7% | -3%
10 | CCN(CC)CCN=Cc1c(O)n(C2CCCCCC2)c(=O)[nH]c1=O | -7 | -4% | 0.1 | -3% | 5% | 2% | -6% | 1% | -8%
11 | CN(C)C(=S)SSC(=S)N(C)C | 10 | 0.34µM* | 1.1 | 0% | -30% | -3% | -7% | -83%[inhibitor] | /
12 | FC(F)(F)c1ccc2c(c1)N(CCCN1CCN(CCCl)CC1)c1ccccc1S2 | -10 | -6% | 0.2 | -2% | 16% | -27% | 2% | 2% | -5%
13 | CCC(C)n1c(O)c(C=NCCN2CCOCC2)c(=O)[nH]c1=S (configuration not stated) | 2 | 0% | 0.7 | 14% | 1% | 6% | -4% | -1% | -19%
14 | COC(=O)C1=C(c2cccc(OC)c2OC)C[C@@H]2CC[C@H]1N2C(=O)N1CCOCC1 | -4 | 5% | -0.3 | -7% | -20% | 2% | -9% | 8% | -6%
15 | CCOc1cc(CNC(C)C(O)c2ccccc2)cc(Cl)c1OCC (configuration not stated) | 3 | -1% | -0.9 | -15% | -8% | 12% | -3% | 2% | -22%[57.1 µM]
16 | CCC(=Nc1cccc(C(F)(F)F)c1)c1c(O)n(C)c(=O)n(C)c1=O | -6 | 3% | -0.6 | 14% | -2% | -40%[inhibitor] | -6% | -11% | 7%
17 | CCCOP(=O)(OCCC)C(Nc1cccc(C(F)(F)F)c1)c1ccc(C)cc1 (configuration not stated) | / | -6% | -3.9 | -18% | 16% | 3% | ? | 0% | -10%
18 | Clc1ccc(-c2nc3ccc(Cl)cn3c2CN2CCCCC2)cc1 | -6 | -1% | -1.1 | 2% | -13% | 4% | -9% | -3% | 10%
19 | CC/C(=N\NC(=O)c1ccccc1)c1c(O)n(Cc2ccccc2)c(=O)[nH]c1=O | -85* | -11% | -0.2 | 13% | 27% | 2% | 11% | 0% | -15%
20 | O=C(NN=Cc1ccc(N(CCCl)CCCl)cc1)C(=O)c1c[nH]c2ccccc12 | 0 | 21% | -0.5 | 2% | 14% | -1% | 7% | 4% | 16%
21 | Cc1ccccc1CC(=O)N(CCN(C)C)CC1CCCN(Cc2ccccc2F)C1 (configuration not stated) | 7 | -3% | -0.1 | 5% | 4% | 10% | -1% | 3% | -4%
22 | COc1ccc(CNC(=O)C(NC(C)=O)C(C)C)cc1OC (configuration not stated) | 1 | -4% | -0.8 | 1% | 0% | 9% | -5% | -7% | -3%
23 | COc1ccc(-c2[nH]ncc2CNC(C)Cc2ccsc2)c(F)c1 (configuration not stated) | 3 | -5% | -0.5 | -7% | -14% | 3% | 1% | 1% | -3%
24 | COC(=O)C(O)(c1ccc(NC(=S)NC(=O)c2ccccc2)cc1)C(F)(F)F (configuration not stated) | / | -19% | -1.5 | -3% | 21% | -13% | 21% | 16% | -6%
25 | O=C(COc1ccc(Cl)cc1)N1CCN(C2CCCC2)CC1 | -4 | 0% | 0.0 | 1% | 5% | 4% | 1% | 2% | -8%
26 | CC1(C)CC2CCC(O)C2C(CCO)N1 (configuration not stated) | -2 | 2% | -2.4 | 4% | / | 1% | 5% | 2% | -14%
27 | C/C(=N\NC(=O)c1ccccc1)c1c(O)n(Cc2ccccc2)c(=O)[nH]c1=O | -68* | 2% | 3.0 | 2% | -6% | 5% | 0% | -1% | -9%
28 | COC(=O)C1=C(c2ccc(F)cc2F)C[C@@H]2CC[C@H]1N2C(=O)NC1CC1 | -1 | -4% | 1.4 | -3% | 0% | 1% | 2% | 1% | 13%
29 | CCc1cc(=O)[nH]c(SCCCF)n1 | -2 | -6% | 1.4 | -1% | 14% | -7% | 11% | -1% | 3%
30 | COC(=O)C1=C(c2ccc(F)cc2F)C[C@@H]2CC[C@H]1N2C(=O)N1CCOCC1 | 13 | -6% | 2.3 | 11% | 0% | -2% | 2% | -1% | -5%
31 | O=C1C=C2c3ccccc3CC(C(=O)O)C2CC1 (configuration not stated) | -1 | -1% | 1.8 | -16% | -5% | -9% | 5% | 2% | -4%[57.1 µM]
32 | O=C(NC1CCCCC1)N1Cc2cc(-c3cccc(F)c3)ccc2-n2nncc2C1 | -22 | -16% | 1.3 | -4% | -5% | -14% | 4% | -1% | 11%
33 | O=[N+]([O-])c1ccc(N2CCNCC2)cc1N1CCCCC1 | 0 | -17% | -0.1 | -23% | 12% | -19% | -3% | -6% | 0%
34 | COc1cc2c(cc1OC)[C@@H]1C(=O)c3ccc4c(c3O[C@@H]1CO2)C[C@H](C(C)C)O4 | 6 | -7% | -2.5 | -29% | 34% | 23% | 7% | 1% | -1%
35 | CCC(=NCc1ccco1)c1c(O)n(C)c(=O)n(C)c1=O | -14 | -10% | -0.9 | 3% | 13% | 5% | 1% | -1% | -5%
36 | C=C1C[C@]2(O)[C@@]3(C)CCC(=O)C(C)(C)C3=C(O)C(=O)[C@@]2(C)[C@@H]2C(=O)O[C@@](C)(C(=O)OC)C(=O)[C@@]12C | -20 | -14% | 0.5 | 6% | 2% | -9% | -3% | 1% | -3%[11.6 µM]

A section from further up:
# | mol | PI5P4K alpha inh | PLK1 PBD block | IL-2 act | EPAC1 antagonist | FUS suppressor | Abeta rescue | EPAC1 agonist | aSyn yeast inh | WRN helicase inh
25 | O=C(COc1ccc(Cl)cc1)N1CCN(C2CCCC2)CC1 | -4 | 0% | 0.0 | 1% | 5% | 4% | 1% | 2% | -8%
26 | CC1(C)CC2CCC(O)C2C(CCO)N1 (configuration not stated) | -2 | 2% | -2.4 | 4% | / | 1% | 5% | 2% | -14%
27 | C/C(=N\NC(=O)c1ccccc1)c1c(O)n(Cc2ccccc2)c(=O)[nH]c1=O | -68* | 2% | 3.0 | 2% | -6% | 5% | 0% | -1% | -9%
28 | COC(=O)C1=C(c2ccc(F)cc2F)C[C@@H]2CC[C@H]1N2C(=O)NC1CC1 | -1 | -4% | 1.4 | -3% | 0% | 1% | 2% | 1% | 13%
29 | CCc1cc(=O)[nH]c(SCCCF)n1 | -2 | -6% | 1.4 | -1% | 14% | -7% | 11% | -1% | 3%
30 | COC(=O)C1=C(c2ccc(F)cc2F)C[C@@H]2CC[C@H]1N2C(=O)N1CCOCC1 | 13 | -6% | 2.3 | 11% | 0% | -2% | 2% | -1% | -5%

The results go on:
# | mol | PI5P4K alpha inh | PLK1 PBD block | IL-2 act | EPAC1 antagonist | FUS suppressor | Abeta rescue | EPAC1 agonist | aSyn yeast inh | WRN helicase inh
37 | OCCOCC#CCN1CCOCC1 | -4 | -9% | -0.6 | 11% | -14% | 3% | 10% | 0% | 5%
38 | COC(=O)C1=C(c2ccc(F)cc2F)C[C@@H]2CC[C@H]1N2C(=O)N1CCC(O)(c2ccc(Cl)cc2)CC1 | 11 | 5% | 0.7 | -8% | ? | ? | 2% | ? | -2%
39 | CCCCCCC(=O)N/N=C/c1c(O)n(CCc2ccccc2)c(=O)[nH]c1=O | ? | 4% | -2.6 | -4% | 4% | -9% | -5% | 0% | -2%
40 | COc1cc(C(=O)Nc2ccc(Br)cc2C(=O)c2ccccc2Cl)cc(OC)c1OC | 24 | -12% | 0.5 | -10% | / | 14% | -7% | -12% | 7%
41 | O=c1cccc2n1CC1CNC[C@H]2C1 | -7 | -4% | 0.7 | -6% | -37% | -18% | -18% | -2% | 2%
42 | O=c1cccc2n1CC1CC2CN(S(=O)(=O)c2cc(Cl)ccc2Cl)C1 (configuration not stated) | -4 | 1% | -0.8 | 14% | / | -1% | 2% | -1% | -25%
